Assay outcomes as filed in PubChem.
MEP2 TOR yeast – alters MEP2-GFP fluorescence in TOR pathway yeast screen; GFP response vs DMSO, % at 10 µM; S. cerevisiae MEP2-GFP strain, flow cytometry GFP, 3 h; 100% = DMSO control level; AID 2016; 0.51% of 330,000 active;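 active = GFP response versus DMSO above a set limit, roughly screen mean plus 3 SD, cut at about 180% in these data; inconclusive = fewer than 70 cells counted for a yeast strain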;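 also: median GFP fluorescence of the barcode-gated MEP2-GFP cells per well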
proCasp3 act – procaspase-3 (human) activation; recombinant procaspase-3 D3A, Ac-DEVD-pNA absorbance 405 nm; P42574; activation, % at 8.5 µM; 0.11% of 330,000 active;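 active = activation above the mean of all tested compounds plus 3 SD, cut at about 21% in these data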;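 also: 0% = DMSO alone and 100% = DMSO wells spiked with extra 5 µM PC-3 D3A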
Target sequence (P42574 whole entry D9A/D28A/D175A): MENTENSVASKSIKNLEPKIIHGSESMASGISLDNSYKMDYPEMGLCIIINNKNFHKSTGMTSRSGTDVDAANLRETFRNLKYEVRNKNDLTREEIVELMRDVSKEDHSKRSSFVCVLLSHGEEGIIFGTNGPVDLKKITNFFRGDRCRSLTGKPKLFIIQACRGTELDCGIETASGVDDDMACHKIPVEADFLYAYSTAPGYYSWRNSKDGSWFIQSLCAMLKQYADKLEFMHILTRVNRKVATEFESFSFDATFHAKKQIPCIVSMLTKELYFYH
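Assay system – Procaspase-3 D3A mutant · Benchmarks – DMSO low control, extra-enzyme high control · Technique – 405 nm absorbance of p-nitroaniline, reads at 0 and 120 min · Doses – 8.5 µM nominal · Measure – % activation between DMSO and enzyme-spiked controls · Also added – Ac-DEVD-pNA chromogenic peptide substrate · Schedule – 1 h compound preincubation, 2 h substrate hydrolysis at 25 °C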
AHR activator – activates the human aryl hydrocarbon receptor. activation, % at 5 µM. AHR-responsive luciferase reporter cells, luminescence. 2.5% of 320,000 active. P35869; in the data active = activation above about 47%;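 also: 0% = vehicle wells and 100% = reference agonist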
CIT2 TOR yeast – alters CIT2-GFP fluorescence in TOR pathway yeast screen | S. cerevisiae CIT2-GFP strain, flow cytometry, 3 h; 100 means same as DMSO wells | AID 2029 | 0.065% of 320,000 active | GFP response vs DMSO, % at 10 µM;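 active = GFP response relative to DMSO above a set limit, near the screen mean plus 3 SD, cut at about 150% in these data; inconclusive = Fewer than 70 cells measured for a yeast strain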;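 also: ratio of well median GFP fluorescence to mean of DMSO wells on the plate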
RPL19A-GFP yeast – modulators of TOR pathway RPL19A-GFP in S. cerevisiae | percent response vs DMSO, % at 10 µM | 0.3% of 330,000 active | S. cerevisiae RPL19A-GFP strain, flow cytometry, 3 h; stronger effect = lower value;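 active = percent response vs DMSO below 50%; inconclusive = fewer than 70 events counted for the yeast strain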;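 also: median channel GFP fluorescence of the barcoded RPL19A-GFP strain; ratio of sample median GFP to plate DMSO average so 100% = DMSO; lower means less RPL19A-GFP as with rapamycin TOR inhibition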
procasp7 counter – activates human procaspase-7, counter-screen for procaspase-3 activators. AID 463210. P55210. recombinant procaspase-7, Ac-DEVD-pNA absorbance 405 nm; D23A/D198A/D206A triple mutant, cannot self-cleave; scale: DMSO 0, 5 µM enzyme 100. activation, % at 8.5 µM. 0.093% of 330,000 active;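 active = percent activation above the screen-wide mean plus 3 SD, cut at about 25% in these data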
Target sequence (P55210 whole entry D23A/D198A/D206A): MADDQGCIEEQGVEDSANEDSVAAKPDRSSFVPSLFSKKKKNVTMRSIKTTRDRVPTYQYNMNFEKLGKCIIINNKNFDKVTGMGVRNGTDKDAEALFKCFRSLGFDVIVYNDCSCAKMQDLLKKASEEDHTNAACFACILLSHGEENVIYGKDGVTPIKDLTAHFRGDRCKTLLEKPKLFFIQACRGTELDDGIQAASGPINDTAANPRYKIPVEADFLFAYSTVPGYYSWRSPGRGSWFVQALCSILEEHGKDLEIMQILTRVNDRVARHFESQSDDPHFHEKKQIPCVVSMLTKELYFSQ
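signal = Epi-absorbance of released pNA at 405 nm, two timepoints | assay system = Uncleavable procaspase-7 mutant enzyme | reagent = Ac-DEVD-pNA substrate, 400 µM as added | times = 1 h enzyme–compound preincubation and 2 h substrate reaction, both 25 °C | benchmarks = low DMSO alone, high DMSO plus 5 µM PC-7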
LAP4-GFP MLPCN – modulators of TOR pathway LAP4-GFP in S. cerevisiae; 0.34% of 320,000 active; GFP response vs DMSO, % at 10 µM; S. cerevisiae LAP4-GFP multiplex, flow cytometry GFP, 3 h; median GFP as percent of DMSO wells;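 active = GFP response vs DMSO above a set limit, about the screen mean plus 3 SD, cut at about 150% in these data; inconclusive = under 70 cell events counted for the yeast strain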
AGP1 TOR yeast – modulators of TOR pathway AGP1-GFP in S. cerevisiae; S. cerevisiae AGP1-GFP multiplex flow cytometry, 3 h; GFP as percent of DMSO wells; GFP response vs DMSO, % at 10 µM; 0.02% of 320,000 active;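 active = GFP response relative to DMSO above a set limit, near screen average plus 3 SD, cut at about 150% in these data; inconclusive = fewer than 70 cells counted for the yeast strain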;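 also: median GFP channel fluorescence of the gated AGP1 strain per well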
An asterisk follows results filed as active; ? = inconclusive; · = no result given; [ ] = remark or other dose. No enrichment for hits; overall some 3.5% were active at least once.

SMILES	MEP2 TOR yeast	proCasp3 act	AHR activator	CIT2 TOR yeast	RPL19A-GFP yeast	procasp7 counter	LAP4-GFP MLPCN	AGP1 TOR yeast
O=C(COC(=O)C1=COCCO1)Nc1ccc2c(c1)OCO2	109.5	-0.3	4.2	103.2	103.3	2.7	102.3	106.0
Cn1ncc(Cl)c(Oc2ccc(C(C)(C)C)cc2)c1=O	101.6	3.1	2.7	94.7	100.2	-0.5	106.7	93.8
CCN(Cc1cnn(C)c1)C(=O)c1cc(COc2ccc3c(c2)CCCC3)on1	95.1	-4.2	2.0	97.8	103.4	-1.5	105.7	97.7
COc1ccc2cc(C(=O)C3CCCN(C(=O)CSc4nnc(C)o4)C3)ccc2c1 (configuration not stated)	113.4	3.2	5.3	112.2	111.9	-6.2	105.5	109.9
C=CC[C@@H]1Cc2c(Br)ccc(Br)c2[C@@H](CC=C)N1	102.0	-1.3	3.1	98.8	104.8	-6.1	93.7	102.0
CCc1cccc(OCC(=O)Nc2ccc(C)c(S(=O)(=O)N3CCCCCC3)c2)c1	95.6	1.3	-1.1	95.9	95.6	-1.3	100.2	104.0
Clc1ccc(-c2csc(N/N=C\c3cccnc3)n2)cc1	103.4	-14.2	-1.6	102.2	97.0	-22.6	114.3	94.1
CC(=O)N1c2ccc(S(=O)(=O)N3CCCCC3)cc2CC1C(=O)NCc1cccc(Cl)c1 (configuration not stated)	110.6	-0.5	2.7	117.0	108.7	0.3	118.6	121.7
CCOC(=O)CNC(=O)CSc1nc2cccnc2n1Cc1ccccc1	100.5	-3.0	-1.1	99.9	100.7	2.6	97.9	102.0
Cc1oncc1-c1csc(-c2ccccc2)n1	97.3	0.1	-2.5	97.2	99.3	3.7	92.9	87.3
O=C(Nc1c2c(nn1-c1ccc([N+](=O)[O-])cc1)CS(=O)(=O)C2)C1CC1	126.7[may fluoresce violet]	15.1	1.1	?	40.1*[may fluoresce violet]	7.0	83.3[may fluoresce violet]	17.4[may fluoresce violet]
O=S(=O)(NCc1ccco1)c1ccc(Cl)nc1	104.5	-14.7	-0.4	94.1	104.2	9.8	92.5	96.4
O=C(NCc1ccccc1)c1sc(=S)n2c1[nH]c(=O)c1ccccc12	98.2	-13.2	-0.4	99.4	97.3	0.7	90.6	98.2
CCN(CC)S(=O)(=O)c1cccc(C(=O)NCc2ccccc2)c1	104.2	3.1	0.8	106.0	97.8	10.7	107.9	106.6
Cc1cc(NCCCN2CCOCC2)n2nc(C)c(-c3ccccc3)c2n1	98.8	-1.7	10.1	96.5	100.9	-3.1	103.0	101.3
CC(=O)Nc1sc(N)nc1-c1ccccc1	102.0	-0.6	-1.4	97.7	99.3	3.8	98.3	107.3
CCOc1cccc(CN2CCC(n3nccc3NC(=O)C3CC3)CC2)c1O	98.3	3.7	0.5	106.0	103.3	7.5	102.1	98.0
Cc1cccc(NC2=NC(=S)N(c3cccc(C(=O)O)c3)C23CCCCC3)c1	92.7	3.8	-0.4	97.0	100.2	0.4	80.1	96.8
CC(=O)c1ccc(N2CCN(C(=O)CCc3ccccc3)CC2)cc1	102.9	1.2	-1.4	100.5	101.5	-4.1	98.1	92.7
Cc1cc(C)nc(N2CCC(C(=O)Nc3ccc(Oc4ccccc4)cc3)CC2)n1	104.3	-0.3	0.4	105.3	103.0	2.5	102.3	111.4
CCn1c(COc2c(C)cccc2C)nnc1SCc1nc2ccccc2c(=O)[nH]1	105.5	3.9	0.6	94.0	95.1	6.9	101.6	107.3
CCNC(=S)N1CCN(c2ncccn2)CC1	103.9	-3.9	-1.9	100.7	100.5	-3.3	95.1	98.8
Cc1cccc(N2CC(C(=O)Nc3ccc(S(=O)(=O)Nc4nccs4)cc3)CC2=O)c1C (configuration not stated)	106.1	5.2	-2.2	109.6	102.9	-0.8	110.4	103.4
Cc1c(NC(=O)COC(=O)c2ccc[nH]c2=O)c(=O)n(-c2ccccc2)n1C	98.4	0.0	-1.0	97.1	99.2	0.7	96.0	103.7
CCOC(=O)c1c(-c2ccsc2)csc1N	103.3	-11.3	2.7	112.5	101.7	-25.2	102.1	102.2
O=C(Cc1ccc(Cl)c(Cl)c1)NNC(=S)NCC1CCCO1 (configuration not stated)	99.6	·	·	94.9	108.0	·	85.7	90.8
O=C1C=C(NCCN2CCOCC2)CC(c2ccccc2)C1 (configuration not stated)	95.7	4.8	10.9	93.5	98.5	-3.6	94.2	92.4
O=C(CN1CCc2ccccc2C1)Nc1ccccc1F	99.0	0.3	-2.9	100.1	99.5	-3.4	97.5	99.7
O=C(CN(C(=O)CCC(=O)Nc1nccs1)c1ccccc1F)NCc1ccc(F)cc1	90.0	1.6	1.0	92.0	87.4	7.3	79.3	79.3
COc1cc2nc(CSc3nc(-c4ccc(F)cc4)cs3)[nH]c(=O)c2cc1OC	105.0	1.7	20.6	95.6	102.3	-6.6	98.6	102.7
O=C(NCCc1ccc2c(c1)OCCO2)c1ccccc1F	105.7	-1.3	1.8	102.9	105.2	6.4	98.3	94.4
Cc1ccc(S(=O)(=O)N2CCOCC2)cc1NC(=O)COc1ccccc1Cc1ccccc1	104.6	0.3	0.3	99.2	99.4	8.6	97.4	96.7
Cc1nnc(SCc2cccs2)[nH]c1=O	103.7	-7.1	-5.4	96.9	103.3	2.4	102.7	110.6
O=[N+]([O-])c1cccc(S(=O)(=O)NCCc2ccccc2)c1	104.9	4.4	-1.3	103.6	102.7	-1.9	99.9	104.2
COCCNC(=O)CCn1nc(-c2ccc(C)cc2)c2ccccc2c1=O	98.0	5.7	-0.4	104.0	99.9	4.6	92.7	92.7
CCOC(=O)C1CCN(c2nc3cc(OC)ccc3cc2C#N)CC1	100.0	-0.6	1.3	96.3	100.8	-3.6	106.2	95.8
CCOC(=O)c1cc2c(=O)n3ccccc3nc2n(CCCOC)c1=NC(=O)c1ccncc1	109.6	-8.0	3.0	103.7	89.2	-12.5	95.0	90.6
COc1cnc(-c2ccccn2)nc1Sc1cccc(Cl)c1	103.7	4.6	5.1	89.2	92.4	-0.7	122.7	90.0
CCc1nnc(SCC(=O)Nc2ccc(C(C)=O)cc2)nc1CC	109.4	1.8	18.7	106.7	96.5	4.3	109.2	105.5
CCOc1ccc(N2CC(C(=O)Nc3ccc(N4CCOCC4)cc3)CC2=O)cc1 (configuration not stated)	91.5	5.3	2.8	96.4	89.4	1.4	84.9	·
CSc1cc(-c2ccccc2)n(Cc2ccc(Cl)cc2Cl)c(=O)c1C#N	106.5	0.9	-0.1	111.7	100.6	3.5	97.3	100.6
COc1cccc(NC(=O)Cn2c(CCC(=O)O)ccc2-c2ccc(Cl)cc2)c1	99.4	3.0	4.0	94.8	93.6	-9.4	102.5	98.2
Cc1ccc(C(=O)NCC(=O)OCC(=O)c2ccccc2)s1	102.4	13.7	0.8	87.7	90.8	-3.8	93.2	89.4
Cc1c(CN2CC[C@@H](N3CCN(c4ccccn4)CC3)[C@H](O)C2)[nH]c2ccc(F)cc12	97.4	-5.7	2.3	95.5	102.2	4.8	81.2	53.7
O=C(CN1CCCCC1)N1CCCc2c1c(=O)oc1ccc(OCc3ccccc3)cc21	95.9	-2.8	0.8	97.3	103.3	-11.6	99.2	100.3

Part of the list above, with two lines to a compound.
Values run as follows: MEP2 TOR yeast, proCasp3 act, AHR activator, CIT2 TOR yeast, RPL19A-GFP yeast, procasp7 counter, LAP4-GFP MLPCN, AGP1 TOR yeast
> CCOC(=O)c1cc2c(=O)n3ccccc3nc2n(CCCOC)c1=NC(=O)c1ccncc1
  109.6, -8.0, 3.0, 103.7, 89.2, -12.5, 95.0, 90.6
> COc1cnc(-c2ccccn2)nc1Sc1cccc(Cl)c1
  103.7, 4.6, 5.1, 89.2, 92.4, -0.7, 122.7, 90.0
> CCc1nnc(SCC(=O)Nc2ccc(C(C)=O)cc2)nc1CC
  109.4, 1.8, 18.7, 106.7, 96.5, 4.3, 109.2, 105.5

Ordered by SMILES length (largest number first): some entries from above.
SMILES	MEP2 TOR yeast	proCasp3 act	AHR activator	CIT2 TOR yeast	RPL19A-GFP yeast	procasp7 counter	LAP4-GFP MLPCN	AGP1 TOR yeast
Cc1cccc(NC2=NC(=S)N(c3cccc(C(=O)O)c3)C23CCCCC3)c1	92.7	3.8	-0.4	97.0	100.2	0.4	80.1	96.8
CCOC(=O)C1CCN(c2nc3cc(OC)ccc3cc2C#N)CC1	100.0	-0.6	1.3	96.3	100.8	-3.6	106.2	95.8
Cc1oncc1-c1csc(-c2ccccc2)n1	97.3	0.1	-2.5	97.2	99.3	3.7	92.9	87.3

(cont.)
SMILES	MEP2 TOR yeast	proCasp3 act	AHR activator	CIT2 TOR yeast	RPL19A-GFP yeast	procasp7 counter	LAP4-GFP MLPCN	AGP1 TOR yeast
Cc1cc(=O)n2nc(N3CCCC(C(=O)N4CCN(c5ccccc5)CC4)C3)sc2n1 (configuration not stated)	98.9	0.6	-2.5	103.0	97.4	4.1	102.3	104.4
CCCN(CCC)CCNc1c(N2CCN(C(=O)OCC)CC2)c(=O)c1=O	99.8	9.7	2.3	92.8	98.2	-6.1	93.1	97.8
COc1ccc(CC(=O)N2CCN(c3ccc(C4=NNC(=O)CC4C)cc3)CC2)cc1 (configuration not stated)	118.0	3.6	38.8	98.7	101.1	15.6	96.2	101.1
COc1ccccc1N1CCN(C(=O)C(F)F)CC1	102.2	3.5	1.1	100.7	97.2	1.4	100.3	110.5
O=C(c1ccc(F)cc1)N1CCC(C(=O)N2CCN(S(=O)(=O)c3cccc([N+](=O)[O-])c3)CC2)CC1	97.8	-1.9	1.6	94.5	98.6	14.9	106.9	102.7
CCc1ccc(S(=O)(=O)Nc2ccncc2)cc1	99.0	0.9	1.3	93.0	93.3	-3.3	93.6	94.7
Clc1ccc2nc(-c3ccccn3)c(Nc3ccc4c(c3)OCO4)n2c1	92.1	-5.3	2.3	86.4	91.2	-3.7	89.5	88.8
Cn1c2c(c(=O)n(C)c1=O)C(c1cc3c(cc1Br)OCO3)CC(=O)N2 (configuration not stated)	97.1	1.1	-0.4	97.0	101.8	7.0	102.4	99.6
COc1ccc(S(=O)(=O)NN=C2CCCC2)cc1	100.4	-16.1	2.1	95.5	99.0	-12.1	96.6	99.6
Cc1ccc(C(=O)NC(NCc2ccco2)C(Cl)(Cl)Cl)cc1 (configuration not stated)	102.5	-9.6	1.0	97.6	99.6	2.5	95.7	100.9
O=C(NCN1CCN(c2ccccn2)CC1)c1cnccn1	95.3	1.4	-2.6	91.0	94.4	1.7	94.9	95.7
CCOc1ccc(S(=O)(=O)N2CCN(C(=O)c3ccncc3)CC2)cc1	94.7	4.0	0.9	86.1	94.6	0.2	79.5	86.5
CCCC(O)(c1ccccc1)C(CN1CCOCC1)c1ccccc1 (configuration not stated)	103.0	-5.9	-0.9	101.5	99.4	1.0	95.5	99.8
COc1ccccc1C1C(C(=O)c2cc3ccccc3o2)=C(O)C(=O)N1CCN(C)C (configuration not stated)	103.5	-8.8	7.9	97.6	100.1	-11.8	105.3	101.7
CC(Oc1coc(CN2CCN(C(=O)c3ccco3)CC2)cc1=O)c1ccccc1 (configuration not stated)	97.4	5.4	-0.7	109.2	98.5	-4.7	93.2	106.0
